# GAA inhib – qHTS Assay for Inhibitors of Human alpha-Glucosidase as a Potential Chaperone Treatment of Pompe Disease | AID 1466, 2008 | Potency, µM (top dose mostly 76.9 µM), for the others: at the highest dose activity change, negative = inhibition, actives largely listed as inhibitors | 200,000 compounds, 0.005% hits | Lysosomal alpha-glucosidase (Homo sapiens), P10253 | purified human GAA, 4-MU-alpha-glucoside fluorescence;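 also: plate controls were uninhibited enzyme wells for no effect and no-enzyme background for full effect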
#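 Enzyme (4 nM final) mixed with compound (up to 77 uM), then 4-MU-alpha-D-pyranoside (400 uM final) added; 20 min at room temperature, pH 5.0. Reaction stopped at pH 10, fluorescence read, AC50 derived by Hill fit.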
# Epigenetic reg – Quantitative High-Throughput Screen for Regulators of Epigenetic Control; murine LDR cells, GFP reporter derepression, 30 h; Potency, µM (doses to about 53.9 µM), without a hit: at the top dose GFP activation, hits mostly activators; 280,000 compounds, 0.2% hits; AID 1865, 2009; also: % of control where 0% means no effect; nearly all actives have a fitted effect of over 60% in size
#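 Reporter derepression read as number of fluorescent GFP-positive objects, 20-120 um in size, counted by laser-scanning cytometer. Mouse LDR line with an epigenetically silenced CMV-GFP locus; compound incubation 30 h, 37 C.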
# aGal spleen mod – qHTS Assay for Inhibitors and Activators of Human alpha-Galactosidase From Spleen Homogenate; Alpha-galactosidase A (Homo sapiens), P06280; Potency, µM (doses to about 80 µM), without a hit: at the top dose activity change, negative = inhibition, usual class: inhibitors; 240,000 compounds, 0.008% hits; human spleen homogenate, 4MU-alpha-Gal fluorescence, 40 min;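 also: 0% = enzyme with vehicle and -100% = no enzyme basal signal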
# Target sequence (P06280 32-429 limits assumed): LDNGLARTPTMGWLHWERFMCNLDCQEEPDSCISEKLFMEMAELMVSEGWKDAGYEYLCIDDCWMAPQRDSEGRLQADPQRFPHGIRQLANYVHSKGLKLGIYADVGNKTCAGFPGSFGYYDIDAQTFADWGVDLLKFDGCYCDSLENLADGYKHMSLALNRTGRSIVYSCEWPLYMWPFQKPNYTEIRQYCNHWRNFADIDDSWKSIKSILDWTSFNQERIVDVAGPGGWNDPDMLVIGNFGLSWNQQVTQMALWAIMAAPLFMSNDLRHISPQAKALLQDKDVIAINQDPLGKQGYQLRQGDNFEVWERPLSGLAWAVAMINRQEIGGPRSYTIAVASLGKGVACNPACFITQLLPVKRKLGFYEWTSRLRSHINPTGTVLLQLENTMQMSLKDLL
#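 Human spleen homogenate (1 ug) as enzyme source, 4-methylumbelliferyl-alpha-D-galactopyranoside 1 mM final, citrate/phosphate pH 5.0 with 0.01% Tween-20. Compounds 40 min at 37C, NaOH/glycine stop; fluorescence Ex 365/Em 440, Hill-fit AC50.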
# NPSR antag – qHTS Assay for Antagonists of the Neuropeptide S Receptor: cAMP Signal Transduction; Q6W5P4; Potency, µM (doses to about 38.3 µM), without a hit: at the top dose activity change, negative = inhibition, most hits filed as inhibitors; CHO-NPSR cells, cAMP TR-FRET, antagonist mode; AID 1461, 2008; 220,000 compounds, 1% hits; also: % is scaled to controls: 0 for no effect and ±100 for the full control effect; nearly all actives have a fitted effect of over 50% in size; many of its hits are not listed in these tables
# ALDH1A1 inh – qHTS Assay for Inhibitors of Aldehyde Dehydrogenase 1 (ALDH1A1). Aldehyde dehydrogenase 1A1 (Homo sapiens), P00352. Purified ALDH1A1, NADH fluorescence, propionaldehyde substrate. Potency, µM (titrated, usually from 75.3 µM), for the others: at the top dose activity, negative = inhibition, most hits filed as inhibitors. 220,000 compounds, 7.3% hits. AID 1030, 2008; active = well fitted inhibition curve with a large enough effect, not every such curve was filed as active; inconclusive = small, poorly fitted or top-dose-only effect, or another doubt; inactive = no such curve, though single readings can be large or run the other way;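 also: plate controls were no enzyme wells and a reference inhibitor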
# Target sequence (P00352 whole entry, looked up): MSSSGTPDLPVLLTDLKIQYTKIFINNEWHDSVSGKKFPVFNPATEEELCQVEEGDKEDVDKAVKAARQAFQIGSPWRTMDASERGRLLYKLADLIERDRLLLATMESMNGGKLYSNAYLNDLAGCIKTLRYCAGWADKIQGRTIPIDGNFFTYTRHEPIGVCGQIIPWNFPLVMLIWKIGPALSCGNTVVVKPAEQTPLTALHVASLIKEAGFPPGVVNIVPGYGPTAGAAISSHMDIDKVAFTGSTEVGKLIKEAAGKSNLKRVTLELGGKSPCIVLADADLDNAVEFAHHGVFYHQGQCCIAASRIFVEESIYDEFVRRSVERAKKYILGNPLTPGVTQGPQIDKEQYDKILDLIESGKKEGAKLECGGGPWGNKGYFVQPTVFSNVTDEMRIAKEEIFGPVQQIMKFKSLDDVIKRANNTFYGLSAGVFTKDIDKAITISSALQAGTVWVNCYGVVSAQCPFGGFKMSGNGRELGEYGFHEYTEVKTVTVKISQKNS
# GAA spleen mod – qHTS Assay for Inhibitors and Activators of Human alpha-Glucosidase From Spleen Homogenate. Potency, µM (doses to about 79.9 µM), for inactives: at the highest dose activity change, negative = inhibition, most hits filed as inhibitors. human spleen homogenate, 4-MU-alpha-glucoside fluorescence. 240,000 compounds, 0.006% hits;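 also: 0% = enzyme with vehicle and -100% = no enzyme basal signal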
#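 Human spleen homogenate (1 ug) incubated with compounds and 1 mM 4-methylumbelliferyl-alpha-D-glucopyranoside in pH 5.0 citrate/phosphate buffer, 37 C, 40 min. Stopped at pH 10; 4-MU fluorescence (Ex 365/Em 440 nm); AC50 by Hill fit.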
# GAA glycogen – qHTS Assay for Inhibitors and Activators of Human alpha-Glucosidase Cleavage of Glycogen. Lysosomal alpha-glucosidase (Homo sapiens), P10253. recombinant GAA, glycogen substrate, Amplex Red glucose oxidase fluorescence. Potency, µM (titrated, usually from 76.4 µM), inactives show at the highest dose activity change, negative = inhibition, actives largely listed as inhibitors. 300,000 compounds, 0.38% hits;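 also: 0% = full enzyme reaction and -100% = no-enzyme basal signal; the screen sought inhibitors and activators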
#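 Natural-substrate format: glycogen cleavage by 4 nM human enzyme, glucose read by Amplex Red coupling (Ex 573, Em 610 nm). Normalized to enzyme and no-enzyme controls.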
# Tau fluor counter – Counterscreen qHTS for Inhibitors of Tau Fibril Formation, Fluorescence Polarization. tau K18 P301L (four-repeat tau fragment) Alexa594 fluorescence, heparin fibrillization. Potency, µM (titrated, usually from 57.7 µM), without a hit: at the highest dose activity change, negative = decrease. 280,000 compounds, 0.93% hits. AID 1463, 2008; also: % is scaled to controls: 0 for no effect and ±100 for the full control effect; nearly all actives have a fitted effect of over 55% in size
#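 Human K18 P301L tau (15 uM unlabeled plus 0.24 uM Alexa 594-labeled, final) in 100 mM sodium acetate pH 7 was mixed with compound and 20 uM heparin and incubated 6 hr at 37 C.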
# An asterisk follows results filed as active; ? = inconclusive; . = no result given; & = joins results of further samples; [ ] = dose if it differs, or a comment. Unless noted, calls follow the shape of the dose curve; as a rule, active = well fitted curve in the direction sought with a large enough effect; inconclusive = small, poorly fitted or top-dose-only effect, or another doubt; inactive = no such curve, though single readings can be large; an effect the other way counts as inactive or inconclusive. Potency is read from the fitted curve at half-maximal effect. An excerpt, so the mix of outcomes need not match the whole.
molecule	GAA spleen mod	aGal spleen mod	NPSR antag	Epigenetic reg	ALDH1A1 inh	GAA glycogen	GAA inhib	Tau fluor counter
CCCCn1c(SCC(=O)NC2CC(C)(C)NC(C)(C)C2)nc2cc(S(N)(=O)=O)ccc21	2%	5%	20%	3.0%	.	0%	.	-4%
COc1ccc(C2CN=NC23CCc2ccccc2C3=O)cc1 (stereo unspecified)	-8%	2%	39%	0.1%	.	1%	.	-24%
Cc1nn(-c2ccccc2)cc1C(=S)Nc1ccccc1	-10%	-7%	-8%	0.2%	?	-1%	-6%	-24%
CCOC(=O)C1CCCN(CC(=O)Nc2c(C(=O)OC)[nH]c3ccc(Br)cc23)C1 (stereo unspecified)	-1%	2%	-20%[46.1 µM]	-0.7%	?	-18%	?	?
O=C(CN1CCN(Cc2ccccc2)CC1)N1CCCCCC1	.	3%	9%	-1.1%	?	6%	-9%	5%
O=c1oc2ccccc2n1CSC1=NCCS1	-2%	4%	-19%[46.1 µM]	0.9%	-12%	-1%	-12%	-5%
Cc1ccc(S(=O)(=O)Nc2cccc(CP(=O)(c3ccccc3)c3ccccc3)c2)cc1	-3%	2%	40%	0.2%	24µM*	-1%	-5%[15.4 µM]	-14%
C/C(=N\Nc1ccc(S(=O)(=O)Nc2ccccc2)cc1[N+](=O)[O-])c1ccc(N2CCOCC2)cc1	4%	11%	-27%	1.1%	3%	-10%	-3%	?
Cc1nc2sc(C(c3ccc(Cl)cc3)N3CCN(CCO)CC3)c(O)n2n1 (stereo unspecified)	7%	13%	15%	0.0%	.	5%	.	-10%
Cn1ncc(Br)c1N1C(=O)CCC1=O	-2%	0%	-3%	0.1%	.	6%	.	-1%
FC(F)(F)c1cccc(N2CCN(c3ccc4nnc(-c5ccccc5)n4n3)CC2)c1	4%	1%	?	-0.3%	-6%	-18%	-5%	-4%
COc1ccc(NC(=O)c2csc(Cc3ccccc3)n2)cc1	-17%	-12%	-10%[46.1 µM]	-1.5%	?	1%	-11%	-21%
CNC(=O)CN(C1CCCCC1)S(=O)(=O)c1ccc(OC)c(Cl)c1	-1%	-5%	6%[46.1 µM]	0.0%	1%	0%	-4%	1%
COc1ccc(CCC(=O)N/N=C\c2cccs2)cc1	.	2%	1%	-2.2%	?	3%	-1%	-8%
CC(=O)Nc1ccc(NC(=O)CSc2nnc3ccc(-c4ccc(F)cc4)nn23)cc1	6%	1%	9%	-1.6%	11%	20%	-1%	6%
Cc1ccc2c(C(=O)CCl)c(C)[nH]c2c1	-1%	-3%	-45%	0.0%	.	6%	.	-24%
COc1cccc(/C=N/Nc2nn3cnnc3c3ccccc23)c1O	0%	-8%	-10%[46.1 µM]	-1.1%	0%	-6%	-8%	-23%
O=C(Nc1ccc(Cl)c(Cl)c1)N1CC=C(c2ccccc2)CC1	-2%	10%	-14%[46.1 µM]	-0.8%	1%	11%	-3%	?
Cc1nccn1CCC(=O)O	3%	7%	9%[46.1 µM]	-4.3%	9%	3%	-7%	0%
CCOC(=O)CN1CC23C=CC(O2)C(C(=O)N2CCN(c4ccc(F)cc4)CC2)C3C1=O (stereo unspecified)	-9%	-3%	4%	-1.0%	2%	9%	-20%	-3%
CCOC(=O)N1CCN(S(=O)(=O)c2c(C)cc(C)cc2C)CC1	-5%	-5%	-13%[46.1 µM]	-0.7%	0%	-4%	-6%	-2%
COc1ccccc1-n1ccnc1SCC(=O)NC1CCCC1	-4%	11%	2%	0.0%	-6%	-15%	1%	-13%
CC(C)C(NS(=O)(=O)c1cccc2nsnc12)C(=O)Nc1nccs1 (stereo unspecified)	3%	1%	10%	0.0%	.	0%	.	17%
CCOc1ccc(NC(=O)CN(c2ccc([N+](=O)[O-])cc2)S(=O)(=O)c2ccccc2)cc1	-1%	-4%	-44%	-1.1%	?	-3%	-11%	?
OCCSc1nnc(Nc2ccccc2)s1	1%	2%	-27%[46.1 µM]	-2.2%	?	6%	10%	3%
O=C(COn1nnc2ccc(Cl)cc21)Nc1ccc(F)cc1	5%	-1%	-25%	0.0%	-11%	0%	3%	-25%
CCNc1nc(NCC)nc(SCCOC(=O)COc2ccc(Cl)cc2Cl)n1	-6%	-5%	-5%[46.1 µM]	0.1%	0%	-8%	-5%	-25%
O=C1NCCCc2c1oc1ccc(O)cc21	-12%	-6%	-16%[46.1 µM]	-1.2%	8.9µM*	-7%	-6%	-2%
Cn1c(=O)c2c(=O)cc(NNC(=O)C(C)(C)C)[nH]c2n(C)c1=O	2%	-8%	-12%[46.1 µM]	0.0%	2%	?	-12%	4%
Cc1ccc2c(c1)[nH]c1c(=O)n(CCN3CCNCC3)cnc12	5%	2%	-4%[46.1 µM]	-10%	-2%	4%	4%	2%
CCO/C=C1/C(=O)N(C)C(=O)c2cc(OC)ccc21	6%	1%	0%[46.1 µM]	0.2%	?	8%	-1%	-9%
C/C(CC(=O)Nc1ccc(Cl)cn1)=N\NC(=O)Cc1cccs1	-1%	-3%	-12%	0.1%	.	-9%	.	-14%
Cc1ccccc1-c1nn(-c2ccc(F)cc2F)cc1CNCCN(C)C	-3%	3%	-3%	0.5%	-11%	1%	-5%[15.4 µM]	-11%
COCc1nc2ccccc2n1CCOc1ccccc1OC	0%	6%	-7%[46.1 µM]	0.0%	5%	1%	-8%	5%
Cc1nc2c3cc(F)ccc3n(Cc3ccccc3)c2s1	3%	1%	5%	0.0%	-6%	0%	4%	-17%
Nc1cccc(-n2nnnc2CN2CCOCC2)c1	-2%	7%	21%	-1.9%	?	10%	-6%	5%
CC(C)Cn1c(N)c(C(=O)COC(=O)CCc2nc3ccccc3s2)c(=O)n(C)c1=O	2%	2%	9%	1.8%	1%	4%	1%	-22%
CCOC(=O)CSc1nccc(N(C)C)c1C#N	5%	10%	-2%[46.1 µM]	-0.2%	-8%	1%	7%	-2%
COc1ccccc1CNc1cc(CSc2ccc(Cl)cc2)nc(C)n1	2%	3%	?	0.3%	-2%	-24%	0%	-13%
Cc1cccc(C(C)(C)C)c1OCCCCN1CCCC1	-6%	-6%	2%[46.1 µM]	-1.3%	?	-9%	?	-12%

# Shown as a hit in ALDH1A1 inh (from the list above):
structure | GAA spleen mod | aGal spleen mod | NPSR antag | Epigenetic reg | ALDH1A1 inh | GAA inhib
Cc1ccc(S(=O)(=O)Nc2cccc(CP(=O)(c3ccccc3)c3ccccc3)c2)cc1 | -3% | 2% | 40% | 0.2% | 24µM* | -5%[15.4 µM]
O=C1NCCCc2c1oc1ccc(O)cc21 | -12% | -6% | -16%[46.1 µM] | -1.2% | 8.9µM* | -6%

# (list continues)
molecule	GAA spleen mod	aGal spleen mod	NPSR antag	Epigenetic reg	ALDH1A1 inh	GAA glycogen	GAA inhib	Tau fluor counter
Cc1cc(C)n(-c2nc3ccccc3nc2N2CCN(S(=O)(=O)c3ccc4ccccc4c3)CC2)n1	2%	4%	-29%[46.1 µM]	0.8%	?	-12%	2%	-18%
CC(=O)N(C1CC(C)C(C#N)(C#N)C1(C#N)C#N)N(C)C (stereo unspecified)	-1%	-1%	-49%	-0.9%[10.1 µM]	?	-11%	?	19%
CCC(C)NS(=O)(=O)c1ccc(NS(=O)(=O)c2ccc(F)cc2)cc1 (stereo unspecified)	0%	3%	-2%[46.1 µM]	-0.8%	0%	-8%	-16%	-11%
CCNC(=O)n1cc(-n2cncn2)c(-c2ccccc2)n1	2%	0%	-10%	0.0%	?	3%	8%	-3%
CCOC(=O)CC(NC(=O)CCc1c(C)nc2ncnn2c1C)c1ccc(C)cc1 (stereo unspecified)	-1%	-8%	6%	-0.2%&-1.1%	1%	3%	1%	-3%&-11%
NC(=O)CSc1nnc(-c2ccc(S(=O)(=O)N3CCCC3)cc2)o1	1%	3%	-10%[46.1 µM]	0.0%	-2%	7%	-27%	-6%
O=C1CCC2(C(=O)O)Sc3ccccc3N12 (stereo unspecified)	-3%	-12%	-8%[46.1 µM]	-2.4%	17%	2%	2%	-1%
c1cc2c(cc1-n1cnnn1)OCO2	1%	3%	6%	-1.9%	6%	10%	-10%	6%
O=C(CSc1nnc(-c2cccnc2)n1C1CCCCC1)NC1CCCC1	0%	1%	12%[46.1 µM]	-1.1%	-5%	-3%	2%	-1%
Cc1cc(C)nc(-n2nc(C)c(C3(O)C(=O)Nc4ccccc43)c2N)n1 (stereo unspecified)	-29%	?	-4%[46.1 µM]	5.7%	?	4%	-1%	-2%
C/C(=N\Nc1ccc([N+](=O)[O-])cc1)c1ccc(O)cc1	-2%	5%	-17%	-0.4%	?	?	2%	?
CCCCCC/C(C)=C1/SC(=S)NC1=O	0%	-4%	-4%[46.1 µM]	-2.3%	?	-9%	-8%	-14%
COc1cccc(CNn2cnnc2)c1OCc1ccc(F)cc1	1%	6%	-2%[46.1 µM]	0.0%	1%	7%	-2%	8%
CCCOc1cc(CC(=O)NCc2ccco2)ccc1OC	-8%	4%	?	-1.1%	2%	-2%	-8%	1%
Cc1cc(-c2nnc(SCC(=O)Nc3nccs3)o2)no1	-2%	6%	12%	0.0%	.	3%	.	-5%
CC(C)c1cc(NC(=O)CSc2nnc(-c3ccccc3F)n2C)on1	-1%	2%	-4%[46.1 µM]	-1.3%	?	6%	-1%	-14%
CCOC(=O)c1ccc(N=C2SC(C(=O)Nc3ccc(C(=O)O)cc3)CC(=O)N2Cc2cccs2)cc1 (stereo unspecified)	0%	1%	-52%	-2.8%	-11%	1%	-5%	-9%
